Screening data as filed in PubChem.
TR SRC2 fluor cs: Total Fluorescence Counterscreen for Inhibitors of the Interaction of Thyroid Hormone Receptor and Steroid Receptor Coregulator 2; TRb/SRC2 Texas Red total fluorescence interference; Potency, µM (top dose mostly 106 µM), without a hit: top-dose fluorescence change, negative = quenching; actives 0.29% (n = 280,000); AID 1479, 2009; active = well fitted curve in either direction with a large enough effect; inconclusive = small, poorly fitted or top-dose-only effect; note: % is set by controls: 0 for no effect and ±100 for the full control effect
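Human TRb ligand-binding domain at 0.6 uM with 20 nM Texas Red SRC2 peptide in Tris buffer containing 1 uM T3 and 5% DMSO, incubated with compound 5 h at ambient temperature. Total fluorescence (555/632 nm) calculated as parallel + 2 × perpendicular.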
KDM4E inh: qHTS Assay for Inhibitors of Human Jumonji Domain Containing 2E (JMJD2E); Potency, µM (titrated, usually from 57.1 µM), without a hit: top-dose activity change, negative = inhibition, actives largely listed as inhibitors; AID 2147, 2009; JMJD2E catalytic domain, FDH-coupled NADH fluorescence (FDH is formaldehyde dehydrogenase); actives 1.6% (n = 230,000); Lysine-specific demethylase 4E (Homo sapiens), B2RXH2; active = well fitted inhibition curve with a large enough effect, not every such curve was filed as active; inconclusive = small, poorly fitted or top-dose-only effect, or another doubt; inactive = no such curve, though single readings can be large or run the other way;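 note: 0% = wells with enzyme and -100% = buffer wells without enzyme; nearly all actives have a fitted effect of over 50% in size; many of its hits are not listed in these tables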
ALDH1A1 block: qHTS Assay for Inhibitors of Aldehyde Dehydrogenase 1 (ALDH1A1); Aldehyde dehydrogenase 1A1 (Homo sapiens), P00352; Purified ALDH1A1, NADH fluorescence, propionaldehyde substrate; Potency, µM (titrated, usually from 75.3 µM), for the others: at the highest dose activity, negative = inhibition, usual class: inhibitors; actives 7.3% (n = 220,000); AID 1030, 2008; active = well fitted inhibition curve with a large enough effect, not every such curve was filed as active; inconclusive = small, poorly fitted or top-dose-only effect, or another doubt; inactive = no such curve, though single readings can be large or run the other way;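 note: plate controls were no enzyme wells and a reference inhibitor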
Target sequence (P00352 whole entry, looked up): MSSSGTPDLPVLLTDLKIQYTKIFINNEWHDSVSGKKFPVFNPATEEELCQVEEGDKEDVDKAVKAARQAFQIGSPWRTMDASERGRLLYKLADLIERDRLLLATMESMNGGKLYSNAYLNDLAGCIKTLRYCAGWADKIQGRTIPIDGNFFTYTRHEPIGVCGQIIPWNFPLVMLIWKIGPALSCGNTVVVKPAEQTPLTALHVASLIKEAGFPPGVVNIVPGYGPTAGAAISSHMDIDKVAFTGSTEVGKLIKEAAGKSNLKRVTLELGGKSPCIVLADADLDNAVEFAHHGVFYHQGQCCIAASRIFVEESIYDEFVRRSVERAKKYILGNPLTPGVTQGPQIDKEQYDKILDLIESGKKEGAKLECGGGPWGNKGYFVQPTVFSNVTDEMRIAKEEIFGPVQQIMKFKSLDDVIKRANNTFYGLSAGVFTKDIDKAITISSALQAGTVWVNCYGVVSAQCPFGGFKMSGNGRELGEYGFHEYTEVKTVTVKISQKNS
Lamin A splicing: qHTS Assay for Modulators of Lamin A Splicing | Potency, µM (highest dose often 46.1 µM), for inactives: at the highest dose ratio change, negative = inhibition, actives largely listed as inhibitors | actives 0.01% (n = 200,000) | AID 1487, 2009 | HeLa LMNA splicing GFP/RFP minigene ratio, 48 h; active = well fitted inhibition curve with a large enough effect in the signal ratio, with a control signal flat, not every such curve was filed as active; inconclusive = small, poorly fitted or top-dose-only effect, or effect the other way, or a change in a side signal; the % refers to the signal ratio; note: % is set by controls: 0 for no effect and ±100 for the full control effect
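S3 HeLa cells stably expressing lamin A-EGFP splicing minigene plus DsRed2, 600 cells/well, 48 h compound exposure at 37C. Laser-scanning cytometry; analysed as GFP (500-530 nm)/RFP (575-640 nm) total intensity ratio; 0.5% DMSO vehicle.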
SMN2 splice enh: qHTS Assay for Enhancers of SMN2 Splice Variant Expression. Potency, µM (highest dose often 46.1 µM), inactives show at the top dose activity change, positive = activation, hits mostly activators. actives 2.8% (n = 210,000). AID 1458, 2008. HEK293 SMN2-luciferase splicing reporter, luminescence, 30-36 h; note: % of control where 0% means no effect; nearly all actives have a fitted effect of over 55% in size
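qHTS luciferase splicing reporter: luminescence rises when SMN2 exon 7 is included in transfected HEK293 cells. Compound exposure lasted 30-36 h at 37C, with 4.5 mM final sodium butyrate as control, followed by a ONE-Glo read.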
GoLoco inh red: qHTS Assay for Inhibitors of RGS12 GoLoco Motif Activity (Red Fluorophore); Guanine nucleotide-binding protein G(i) subunit alpha-1 (Homo sapiens), P63096; Gai1:RGS12 GoLoco peptide FP, rhodamine, 10 min; Potency, µM (highest dose often 61.6 µM), for the others: at the highest dose activity, negative = inhibition, usual class: inhibitors; actives 0.44% (n = 230,000); active = well fitted inhibition curve with a large enough effect, not every such curve was filed as active; inactive = no such curve, though single readings can be large or run the other way; note: % is set by controls: 0 for no effect and ±100 for the full control effect; nearly all actives have a fitted effect of over 30% in size; many of its hits are not listed in these tables
Target sequence (P63096 whole entry, looked up): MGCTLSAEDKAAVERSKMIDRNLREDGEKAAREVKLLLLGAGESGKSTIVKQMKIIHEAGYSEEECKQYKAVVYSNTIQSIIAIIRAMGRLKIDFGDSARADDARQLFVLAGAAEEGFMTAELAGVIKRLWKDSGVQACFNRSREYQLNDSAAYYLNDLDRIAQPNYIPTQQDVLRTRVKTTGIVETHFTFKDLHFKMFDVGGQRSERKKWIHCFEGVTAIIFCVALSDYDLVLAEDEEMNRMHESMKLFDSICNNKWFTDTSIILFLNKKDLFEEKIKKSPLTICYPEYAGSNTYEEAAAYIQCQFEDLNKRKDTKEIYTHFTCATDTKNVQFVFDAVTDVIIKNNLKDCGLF
RECQ1 inh: qHTS Assay for Inhibitors of RecQ-Like Dna Helicase 1 (RECQ1). RECQ1 DNA unwinding, red fluorescence kinetic read. Potency, µM (top dose mostly 57.3 µM), for the others: at the highest dose activity, negative = inhibition, actives largely listed as inhibitors. actives 0.54% (n = 240,000). AID 2549, 2010;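 note: plate controls were vehicle for no effect and no enzyme for full effect; nearly all actives have a fitted effect of over 30% in size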
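RECQ1T1 50 nM; forked duplex (20 bp + 30-nt ss tails) 200 nM, ATP 2 mM final; pH 8.0, 2 mM MgCl2, 2.5 ug/ml poly(dI-dC); 15 min compound preincubation; discontinuous kinetic read over 2 h at RT.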
TRb SRC2 PPI: qHTS for Inhibitors of the Interaction of Thyroid Hormone Receptor and Steroid Receptor Coregulator 2. Thyroid hormone receptor beta (Homo sapiens), P10828. actives 0.065% (n = 280,000). AID 1469, 2008. Potency, µM (doses to about 106 µM), for the others: at the highest dose activity change, negative = inhibition, usual class: inhibitors. TRbeta-SRC2 peptide binding, fluorescence polarization; receptor liganded with 1 µM T3;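 note: plate controls were bound peptide for no effect and peptide without receptor for full effect; nearly all actives have a fitted effect of over 50% in size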
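Human TRb LBD (0.6 uM) plus Texas Red-labeled SRC2 peptide (20 nM), 1uM T3, 5% DMSO, 5 hr at ambient temperature. Decreased polarization (555/632 nm) flags inhibition; data normalized to free and bound peptide controls.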
* hit, by the source's call; i = inactive; ? = inconclusive; · = not tested or not shown; & = joins results of further samples; [ ] = another dose, or the depositor's remark. Unless noted, calls come from the whole dose curve; as a rule, active = well fitted curve in the direction sought with a large enough effect; inconclusive = small, poorly fitted or top-dose-only effect, or another doubt; inactive = no such curve, though single readings can be large; an effect the other way counts as inactive or inconclusive. Potency is the fitted concentration of half-maximal effect. This is a subset (hit frequency here may not be typical).

SMILES | TR SRC2 fluor cs | KDM4E inh | ALDH1A1 block | Lamin A splicing | SMN2 splice enh | GoLoco inh red | RECQ1 inh | TRb SRC2 PPI
Cc1cc(C)cc(OCC(=O)N/N=C/c2ccccn2)c1 | 1% | -21% | · | · | · | -4% | i | 4%
COc1ccc(Cl)cc1N(CC(=O)Nc1ccc2c(c1)OCCO2)S(C)(=O)=O | 0% | -1% | 0% | -9% | -11% | 4% | i | -10%
Cc1nn(-c2ccc(F)cc2)c(C)c1CN1CCN(CCC(C)C)C(CCO)C1 (stereo not drawn) | -5% | 3% | -2% | · | · | 4% | -1% | -3%
COc1ccc(-c2nnn(CC(=O)Nc3sc4c(c3C#N)CCCC4)n2)cc1 | 2% | -1% | 10µM* | 8% | 7% | -4% | i | -6%
CCOC(=O)c1sc2nc(SCC(=O)N(CC)CC)n(CCCN3CCCC3=O)c(=O)c2c1C | 0% | ? | -9% | · | -21% | 7% | -8% | -1%
CN(C)C(=O)c1cc([N+](=O)[O-])cc([N+](=O)[O-])c1N(C)C | 1% | -3% | 5% | -9% | 5% | -18% | 0% | 1%
O=C(O)CNC(=O)c1ccc(N2CCOCC2)cc1[N+](=O)[O-] | -3% | -12% | -2% | -13%[46 µM] | -7% | 7% | i | 1%
CN(c1ccc(O)cc1)c1nc(-c2ccccc2)cs1 | -6% | -17% | 9% | ? | ? | 9% | -23% | -3%
O=C(NCc1ccccn1)C1CCN(S(=O)(=O)N2CCCCC2)CC1 | 0% | 11% | -16% | 4%[0.0737 µM] | -4% | 5% | -10% | 2%
Cc1ccc(Cl)cc1N1CCN(S(C)(=O)=O)CC1 | 1% | 4% | 12% | 5% | 5% | 9% | i | 2%
CCN1/C(=C2\OC(=S)N(C)C2=O)Sc2ccccc21 | -6% | 2% | -18% | -7% | 8% | 3% | -2% | -5%
C=CCN(CC=C)c1cnn(-c2nc3ccccc3[nH]2)c(=O)c1Cl | -4% | -3% | ? | -10% | · | -10% | 11% | -5%
CC(NC(=O)NCC1CCCO1)(C(F)(F)F)C(F)(F)F (stereo not drawn) | -6% | 4% | 5% | -2% | -13% | -2% | i | -8%
CCOc1ccc(-c2nc(=S)[nH][nH]2)cc1 | -2% | ? | 25µM* | 9% | ? | -5% | i | -15%
CC(C)(C)OC(=O)C1C(=O)CC(C)(O)C(C(=O)OC(C)(C)C)C1c1ccco1 (stereo not drawn) | 0% | -1% | -16% | 4% | -1% | 1% | i | -20%
CC(=O)Nc1ccccc1NC(=O)c1ccc(C)c(C)c1 | -2% | -15% | -2% | 0%[46 µM] | -1% | 10% | -5% | -2%
CS(=O)(=O)N1CCN(c2ccc([N+](=O)[O-])c(NCCN3CCOCC3)c2)CC1 | -1% | -3% | -7% | -1% | -14% | 3% | -10% | -6%
COc1ccc(-n2nnc3c(SCC(=O)Nc4ccccc4F)ncnc32)cc1 | -1% | 12% | ? | -14%[46 µM] | -6% | 5% | i | -2%
CCCS(=O)(=O)c1nc(S(=O)(=O)c2ccc(C)cc2)c(N2CCc3ccccc3C2)s1 | 2% | 1% | 1.4µM* | ? | -2% | 8% | -2% | -16%
CC(C)c1ccc(C2C(C#N)=C(N)N3C(=C2C#N)Sc2ccccc23)cc1 (stereo not drawn) | -5% | 3% | 0% | 2% | -11% | 8% | -1% | 9%
CN(c1cccc(NC(=O)CN(c2ccc(F)cc2)S(C)(=O)=O)c1)S(C)(=O)=O | -9% | 4% | -3% | · | · | -1% | -1% | -6%
CC(C)[C@H](N)c1nnc(SCC(=O)c2ccc(Cl)cc2)o1 | 0% | 3% | 3% | -2% | 2% | 7% | -18% | 6%
Nc1nc(SC2c3cccc4cccc(c34)C2NS(=O)(=O)c2ccccc2)n[nH]1 (stereo not drawn) | 0% | 13% | 14µM* | -10% | 0% | -1% | i | 2%
O=C(COC(=O)c1ccc(Cl)c(S(=O)(=O)N2CCCCC2)c1)NCc1ccco1 | -1% | -11% | -16% | · | · | 7% | -10% | 4%
N[C@H](C(=O)O)c1ccc(C(=O)O)cc1 | -2%&-3% | ? | 8%&-7% | · | -11% | 7%&5% | 13%&-4% | 0%&-5%
Cc1nnsc1NC(=O)OCC(C)C | -3% | ? | ? | -2% | · | · | -5% | 6%
Cc1ccc(-n2c(-c3cccnc3)n[nH]c2=S)c(C)c1 | -1% | -6% | 0% | 17% | -29% | 0% | i | 0%
CCNC(=S)Nc1ccc(C)c(S(=O)(=O)Nc2ccccc2OC)c1 | -7% | -11% | · | · | · | 1% | -15% | 7%
O=C(Nc1ccc2nc(-c3ccco3)c(-c3ccco3)nc2c1)N1CCN(c2ccccn2)CC1 | 1%[53 µM] | 5% | 8% | -30% | ? | 7% | -1% | -1%[53 µM]
O=C(CSCc1c(Cl)cccc1Cl)NN1C(=O)c2ccccc2C1=O | -1% | -2% | ? | 1% | -3% | -5% | -12% | -6%
CC1(C(=O)c2ccccc2)C2c3c(ccc4ccccc34)OC(=O)C21C(=O)N1CCOCC1 (stereo not drawn) | -2% | 0% | -1% | 5% | 5% | 5% | -2% | 0%
Cc1ccc2nc(S(=O)(=O)O)[nH]c2c1 | -3% | -5% | 5% | -2% | -8% | -7% | -7% | 1%
N#Cc1c(N)c(C(=O)c2ccc(Br)cc2)n2c1CCC2 | -1% | 1% | 3% | -2% | -10% | 1% | i | 0%
O=C(NCCc1ccccc1)c1n[nH]c2ccccc12 | -4% | 7% | ? | · | 11µM* | -6% | i | -4%
COc1cccc(CN2CC(O)=C(c3nc(-c4ccc(Cl)cc4)cs3)C2=N)c1 | 0% | 6% | ? | 15% | -14% | 58%[activator] | 16% | -8%
CCSc1nnnn1-c1ccccc1 | 5% | 4% | ? | 10% | -5% | 4% | -4% | 2%
Brc1cccc(-c2cnco2)c1 | -5% | 10% | -3% | · | · | 8% | -2% | 3%
CCC(=O)Nc1nnc(SCC(=O)c2ccc3c(c2)Cc2ccccc2-3)s1 | -1% | 1% | -1% | -12% | ? | -5% | 8% | -9%
COC(=O)c1cn(-c2ccccc2)nc1C(=O)OC | 2% | -5% | 5% | -12% | -8% | 7% | -1% | -10%
N#CC1=C(N)Oc2cc(Nc3ccccc3)ccc2C1c1ccncc1 (stereo not drawn) | -3% | 5% | 12% | ? | -9% | 9% | -2% | -5%
CCCCNC(=O)c1c[nH]c2ccc(S(=O)(=O)Nc3ccc(OCC)cc3)cc2c1=O | -2% | -21% | ? | ? | -19% | 3% | -3% | 3%
O=C(O)C(O)c1ccco1 (stereo not drawn) | -7% | 9% | -9% | -5% | 0% | 5% | -11% | -1%
COc1ccc(N(C)S(=O)(=O)c2cccc(C(=O)OC(C(=O)Nc3cc(C)cc(C)c3)c3ccccc3)c2)cc1 (stereo not drawn) | 1% | 8% | 8% | ? | 16µM* | -1% | -7% | 1%
O=C(N/N=C/c1ccc(O)cc1)c1[nH]c2ccc(Br)cc2c1-c1ccccc1 | -1% | ? | ? | ? | -24% | 10% | -3% | -5%
CCc1ccc(OCC(=O)NC(C)(C)C)cc1 | 0% | 4% | 6% | 6% | -19% | 7% | -1% | 0%
CCOc1ccc(OCC)c(NC(=O)CN2CCN(c3cccc(C)c3)CC2)c1 | 1% | ? | ? | ? | -35%[inhibitor] | -3% | -7% | -2%
COCc1cc(=O)[nH]c2cc(NC(=O)C3CC3)c(C)cc12 | -2% | ? | ? | -1% | 4% | 0% | 4% | -2%
CC(C)(c1cc(Br)c(OCC(Br)CBr)c(Br)c1)c1cc(Br)c(OCC(Br)CBr)c(Br)c1 (stereo not drawn) | -2% | · | ? | · | -7% | 7% | -15% | 0%
CC(=O)c1c(C)[nH]c(C(=O)COc2cc(C)cc(C)c2)c1C | 0% | 3% | -9% | 2% | -40%[inhibitor] | -8% | i | -3%
CC(C)(C)Nc1nc(C(N)=O)nc(N2CCOCC2)n1 | -1% | 6% | 4% | -18% | -16% | 9% | 0% | -9%
COc1cc(/C=N/NC(=O)COc2ccc(C)cc2)ccc1OC(=O)c1cccs1 | 0% | -7% | -12% | -6% | -15%[1.84 µM] | -2% | -13% | -3%
COc1ccc(C(=O)Nc2ccc(NC(=O)c3cnccn3)cn2)cc1 | 0% | -3% | 2% | 11% | -9% | -4% | 2% | -1%
COc1cccc(N(C(=O)Cn2nnc3ccccc32)C(C(=O)NCc2ccco2)c2cccnc2)c1 (stereo not drawn) | -1% | 5% | 13% | 0% | -8% | 5% | i | 2%
COc1ccc(CNC(=O)COC(=O)c2ccccn2)cc1 | -3% | -6% | 25µM* | 3%[46 µM] | 0% | 1% | i | -1%
CCN=C1SC(C(=O)Nc2ccc(Cl)c(Cl)c2)CC(=O)N1CC (stereo not drawn) | -1% | 5% | 11% | -2% | -18% | 7% | -3% | 4%
CCc1ccc(OCC(=O)Nc2ccc(S(=O)(=O)N3CCCC3)cc2)c(Br)c1 | -1% | -5% | 2% | 8% | 4% | 9% | i | -13%
COCCNC(=O)c1c(N)n(-c2ccccc2)c2nc3ccccc3nc12 | -1% | ? | ? | ? | 5% | 3% | -12% | -11%
CC(=O)N1N=C(c2cccs2)CC1c1ccco1 (stereo not drawn) | 1%[53 µM] | ? | -2% | 10%[46 µM] | · | 18% | 19% | 3%[53 µM]
Cc1ccc(/C=C(\C#N)C(=O)N2CCCC2)c(C)c1 | 0% | 6% | -3% | · | 12% | 0% | -1% | 0%
